Chronic BCR inh = chronic active BCR signaling inhibition. 340,000 tested, 0.05% active. ABC-DLBCL IkBa-CBG/CBR reporter, luminescence ratio, 4 h. Potency, µM (top dose mostly 46.1 µM), without a hit: top-dose ratio change, negative = lower green/red ratio, most hits filed as inhibitors; active = well fitted inhibition curve with a large enough effect in the signal ratio, with a control signal flat, not every such curve was filed as active; inconclusive = small, poorly fitted or top-dose-only effect, or effect the other way, or a change in a side signal; the % refers to the signal ratio;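 note: potency is the fitted concentration of half-maximal effect; plate controls were basal doxycycline-induced cells for no effect and cells given 10 µM MG132 for full effect; MG132 reads +100%, hits lower the ratio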
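TMD8 human ABC-DLBCL cells with doxycycline-inducible IκBα–green luciferase fusion and unfused red luciferase, in 0.5% FBS medium; compounds up to 46 uM, 4 h at 37C. Green/red luminescence ratio, filter-overlap corrected, fitted to concentration-response curves.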
ELG1 DNA repair = ELG1-dependent DNA repair inhibition; 330,000 tested, 2.3% active; HEK293T ELG1-luciferase reporter, luminescence, 16 h; DNA damage induced by 5-fluorouridine; AID 504467; Potency, µM (series often up to 46.1 µM), for the others: top-dose activity change, negative = inhibition, hits mostly inhibitors; note: potency is the fitted concentration of half-maximal effect; % is set by controls: 0 for no effect and ±100 for the full control effect; nearly all actives have a fitted effect of over 55% in size
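Cells (2,000 per well) received 5-fluorouridine plus test compound or DMSO and were incubated 16 hr at 37 °C, 5% CO2. Luciferase activity was read by luminescence 30 min after ONE-Glo addition; signal suppression marked inhibition of damage-induced ELG1 function.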
B2AR arrestin = beta2AR (human) beta-arrestin recruitment activity. 330,000 tested, 0.02% active. beta-arrestin recruitment to beta2AR, cell-based reporter. P07550. Potency, µM (titrated, usually from 46.1 µM), inactives show at the highest dose activation, usual class: activators;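 note: potency is the fitted concentration of half-maximal effect; 0% = DMSO controls and full agonism = EC100 isoproterenol or metaproterenol; nearly all actives have a fitted effect of over 65% in size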
Target sequence (P07550 whole entry, looked up): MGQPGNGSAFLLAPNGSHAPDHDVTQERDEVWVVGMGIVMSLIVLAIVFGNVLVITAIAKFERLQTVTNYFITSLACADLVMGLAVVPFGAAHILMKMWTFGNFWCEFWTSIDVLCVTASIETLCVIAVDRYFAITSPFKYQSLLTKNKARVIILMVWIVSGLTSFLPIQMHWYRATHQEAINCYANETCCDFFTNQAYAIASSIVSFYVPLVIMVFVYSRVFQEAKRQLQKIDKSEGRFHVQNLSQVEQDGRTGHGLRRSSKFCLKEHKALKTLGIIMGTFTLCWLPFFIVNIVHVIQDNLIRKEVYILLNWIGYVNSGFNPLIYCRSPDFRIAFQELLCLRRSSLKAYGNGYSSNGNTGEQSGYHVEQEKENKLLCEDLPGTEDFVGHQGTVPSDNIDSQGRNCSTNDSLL
Mito fusion act = blocks mitochondrial division or promotes mitochondrial fusion; S. cerevisiae fusion-defective mutant growth rescue, CellTiterGlo 48 h; Potency, µM (doses to about 46.1 µM), for the others: at the highest dose growth rescue (activation), most hits filed as activators; 320,000 tested, 0.23% active; AID 485298;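 note: potency is the fitted concentration of half-maximal effect; % of control where 0% means no effect; nearly all actives have a fitted effect of over 45% in size; temperature-sensitive fusion mutants such as fzo1-1 at 37 °C on non-fermentable ethanol glycerol medium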
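Read-out: ATP-based luminescence (CellTiterGlo, 10 min ambient) reporting growth of fusion-defective ts yeast after 48 hours at 37C on glycerol/ethanol YPEG medium in the presence of compound.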
PTAP TSG101 blk = blocks PTAP/TSG101 interaction to inhibit HIV-1 budding; Q99816; Fluorescence polarization, FITC-PTAP peptide / Tsg101 binding; Potency, µM (top dose mostly 115 µM), without a hit: top-dose activity change, negative = inhibition, usual class: inhibitors; 340,000 tested, under 10 active; active = well fitted inhibition curve with a large enough effect in the main read-out, with a control signal flat, not every such curve was filed as active; inconclusive = small, poorly fitted or top-dose-only effect, or effect the other way, or a change in a side signal; inactive = no such curve, though single readings can be large or run the other way; note: potency is the fitted concentration of half-maximal effect; % of control where 0% means no effect
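Tsg101 binding domain (10 uM final) was mixed with compound and a FITC-labeled PTAP peptide (50 nM final) in HEPES pH 7.5 buffer with NaCl, Tween 20, EDTA and TCEP; fluorescence polarization was read after 20 min at r.t.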
TCR activator = activators of T cell receptors; primary human leukocytes, anti-CD3, IL-2 HTRF, 48 h; Potency, µM (highest dose often 9.22 µM), for inactives: at the top dose activation of IL-2 secretion, hits mostly activators; 330,000 tested, under 10 active; AID 504894; note: % of control where 0% means no effect
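Primary human leukocytes were stimulated with a-CD3 beads plus compounds for 48 hr without co-stimulation; secreted IL-2 was quantified by HTRF using a-IL-2-K (europium cryptate) and a-IL-2-d2, excited at 320nm with acceptor emission read at 665nm.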
TSHR antagonist = human thyrotropin receptor antagonism. TSHR-expressing cells, TSH-stimulated cAMP HTRF, 2 h; active compounds read low. activity change, negative = inhibition, % at 11.5 µM. 330,000 tested, 0.2% active. AID 504810;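 active = activity change below a set negative limit, meaning inhibition stronger than a set level, cut at about -70% in these data; inconclusive = activity change between two set negative limits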; note: % is set by controls: 0 for no effect and ±100 for the full control effect
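Read-out is FRET at 665 nm (cryptate excitation 337 nm) from a cryptate-tagged anti-cAMP antibody, competed by cell cAMP against cAMP-d2. Compounds are tested on freshly harvested TSHR cells challenged with 4nM TSH (EC80) for 2 hours at 37 deg C.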
Tb PFK block = T. brucei PFK enzyme inhibition; 330,000 tested, 0.17% active; Potency, µM (titrated, usually from 57.5 µM), for the others: at the top dose activity, negative = inhibition, most hits filed as inhibitors; T. brucei PFK, ADP-Glo luminescence; O15648;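 note: potency is the fitted concentration of half-maximal effect; 0% = uninhibited 1x PFK enzyme wells and -100% = no-enzyme wells; nearly all actives have a fitted effect of over 60% in size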
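Activity is normalized to no-enzyme wells (full inhibition) and 1.25 nM enzyme wells (no inhibition). Reaction: 0.5 mM F6P, 0.1 mM ATP, 45 min RT, ADP-Glo luminescence; concentration-response curves fitted and classed by quality.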
Eya2 inh = blocks the phosphatase activity of human Eya2 | O00167 | recombinant Eya2, OMFP fluorescence dephosphorylation (OMFP is methylfluorescein phosphate) | Potency, µM (top dose mostly 76.9 µM), inactives show at the highest dose activity, negative = inhibition, actives largely listed as inhibitors | 330,000 tested, 0.006% active; note: potency is the fitted concentration of half-maximal effect; % is set by controls: 0 for no effect and ±100 for the full control effect
Target sequence (O00167 whole entry, looked up): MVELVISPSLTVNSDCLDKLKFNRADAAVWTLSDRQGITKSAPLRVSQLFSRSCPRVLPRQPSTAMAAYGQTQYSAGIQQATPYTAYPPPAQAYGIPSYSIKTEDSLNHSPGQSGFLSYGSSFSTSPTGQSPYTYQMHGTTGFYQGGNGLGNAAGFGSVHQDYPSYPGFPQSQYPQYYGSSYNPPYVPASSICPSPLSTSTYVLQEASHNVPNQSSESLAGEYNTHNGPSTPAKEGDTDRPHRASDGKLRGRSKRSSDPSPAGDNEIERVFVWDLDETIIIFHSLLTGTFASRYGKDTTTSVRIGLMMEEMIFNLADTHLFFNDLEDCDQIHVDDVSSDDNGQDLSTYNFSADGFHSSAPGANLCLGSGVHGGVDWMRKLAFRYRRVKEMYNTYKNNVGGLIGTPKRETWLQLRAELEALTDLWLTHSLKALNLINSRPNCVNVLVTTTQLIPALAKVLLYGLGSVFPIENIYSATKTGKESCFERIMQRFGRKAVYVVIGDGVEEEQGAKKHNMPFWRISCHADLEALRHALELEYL
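Eya2 (0.2 uM) preincubated 10 min at ambient with compound, then OMFP substrate added at 50 uM; 10 min reaction in 50 mM HEPES pH 7.5, 50 mM NaCl, 5 uM MgCl2, 0.05% BSA, 1 mM DTT. Fluorescence read at Ex 485/Em 525 nm.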
uPA surface inh = blocks generation of uPA at the cell surface; cell surface uPA generation assay, qHTS; Potency, µM (titrated, usually from 38.3 µM), for inactives: top-dose activity change, negative = inhibition, hits mostly inhibitors; 330,000 tested, 0.31% active; AID 540303; active = well fitted inhibition curve with a large enough effect; inconclusive = small, poorly fitted or top-dose-only effect; inactive = no such curve, though single readings can be large or run the other way; tested in mouse RAW 264.7 cells; note: potency is the fitted concentration of half-maximal effect; % is set by controls: 0 for no effect and ±100 for the full control effect; nearly all actives have a fitted effect of over 55% in size
USP2a inh = USP2a (human) protease inhibition; USP2 core, Ub-CHOP2 coupled fluorogenic reporter, 485/531; Potency, µM (series often up to 38.3 µM), inactives show at the highest dose activity change, negative = inhibition, actives largely listed as inhibitors; 330,000 tested, 0.01% active;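 note: potency is the fitted concentration of half-maximal effect; plate controls were DMSO wells for no effect and full inhibition by NEM control for full effect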
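Cell-free coupled assay: 10nM USP2 core preincubated 30min RT with compound in Tris-HCl pH 8.0/CaCl2/CHAPS buffer, then 25nM Ub-CHOP2 and 25nM reporter substrate; fluorescence (Ex 485/Em 531) read after 60min RT, normalized to NEM inhibition, concentration-response curves fitted.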
An asterisk follows results filed as active; ? = inconclusive; · = no result given; [ ] = another dose, or the depositor's remark. Unless noted, calls come from the whole dose curve; as a rule, active = well fitted curve in the direction sought with a large enough effect; inconclusive = small, poorly fitted or top-dose-only effect, or another doubt; inactive = no such curve, though single readings can be large; an effect the other way counts as inactive or inconclusive.

SMILES	Chronic BCR inh	ELG1 DNA repair	B2AR arrestin	Mito fusion act	PTAP TSG101 blk	TCR activator	TSHR antagonist	Tb PFK block	Eya2 inh	uPA surface inh	USP2a inh
COc1cccc(Nc2nc(Nc3ccc(Cl)c(C(=O)O)c3)nc(C)c2[N+](=O)[O-])c1	?	16%	0.1%	5%	-1%	-6%	-1	24%	-11%	-19%	1%
O=c1[nH]c2ccccc2n1CCCN1CCCCC1	?	8%	-0.5%	-2%	1%	1%	8	-5%	5%	-1%	-1%
COc1ccc(NC(=O)c2cn(-c3ccccc3)nc2-c2cc3ccccc3o2)cc1	0%	?	-0.2%	2%	-1%	4%	-20	3%	7%	10%	-1%
CC(C)CN(C(=O)c1ccc(C(F)(F)F)cc1)c1c(N)n(CC(C)C)c(=O)[nH]c1=O	?	4%	0.0%	-9%	0%	4%	2	-1%	-18%	5%	2%
O=C(c1ccco1)N(Cc1ccc([N+](=O)[O-])cc1)c1ccc(Cl)cc1	10%	9%	0.3%	10%	-7%	-7%	3	-6%	-18%	5%	3%
COC(CNC(=O)c1ccc2nc(-c3cccs3)c(-c3cccs3)nc2c1)OC	?	?	0.3%	6%	-8%	6%[46.1 µM]	-7	0%	1%	4%	-1%
CCOC(=O)N1CCC(N(CCN(C)C)C(=S)Nc2cc(Cl)ccc2C)CC1	-1%	-15%	-0.6%	-2%	-1%	0%	49	1%	-19%	-2%	-17%
CC(=O)Nc1ccc(NC(=O)C(C)OC(=O)c2ccc(N(C)C)cc2)cc1 (stereo unspecified)	-10%	?	-0.6%	13%	1%	0%	-7	2%	3%	-11%	2%
COC(=O)c1ccc(/C=N/NS(=O)(=O)c2cc(C)ccc2C)cc1	?	18%	-0.2%	-2%	0%	3%[46.1 µM]	9	1%	-8%	?	1%
COc1ccc2oc(=O)c(C(=O)N3CCc4ccccc43)cc2c1	?	7%	-0.1%	2%	-2%	-8%	-4	-1%	4%	2%	-1%
Cc1ccccc1N(Cc1nnc2n1CCCCC2)C(=O)Nc1ccccc1	?	-1%	-0.4%	0%	-2%	2%	-1	0%	-5%	-17%	-1%
CC(C)COc1ccc(S(=O)(=O)n2cc(F)c(=O)[nH]c2=O)cc1	16%	-7%	0.2%	13%	1%	0%	-8	4%	4%	-14%	0%
Cc1nn(CC(=O)O)c(C)c1NC(=O)c1cccs1	0%	21%	-0.3%	-2%	0%	-5%	0	2%	-3%	-10%	0%
Cc1noc(C(=O)NCc2cccnc2)c1Cl	-21%	3%	-0.4%	0%	-3%	5%[46.1 µM]	7	-7%	1%	-3%	-1%
CN1CCN(C(=O)c2ccc3c(=O)n4c(nc3c2)CCCCC4)CC1	-1%	3%	0.0%	0%	-4%	-3%	-1	7%	16%	-2%	2%
CCCCC(NC(=O)CCc1c(C)c2cc3c4c(oc3c(C)c2oc1=O)CCCC4)C(=O)O (stereo unspecified)	?	17%	-0.9%	14%	-1%	-5%	5	5%	0%	1%	-1%
COCc1cc(N2CCOCC2)nc(-c2ccccc2)n1	-3%	3%	-0.9%	-4%	-10%	2%	-8	6%	-10%	3%	1%
Cc1cc(Nc2ccccc2O)c2ccccc2n1	-12%	-2%	0.0%	-4%	0%	1%	11	-26%	-5%	-3%	-2%
COc1cccc(CN2CCC(C(=O)N3CCN(Cc4ccc5c(c4)OCO5)CC3)CC2)c1	-3%	-5%	0.1%	0%	·	8%	16	1%	5%	-16%	6%
COc1ccccc1N(C1=NCCCS1)S(=O)(=O)c1ccc(C(C)(C)C)cc1	13%	0%	-0.1%	8%	-6%	-2%	5	-1%	-14%	-3%	1%
Cc1cc(C)cc(N(C(=O)c2ccccn2)C(C(=O)NC2CCCCC2)c2cccs2)c1 (stereo unspecified)	0%	-3%	-0.2%	8%	-10%	-1%	6	0%	3%	4%	2%
Cc1cc(N/N=C/c2ccccc2)nc(N2CCOCC2)n1	?	0%	-0.1%	7%	-1%	2%	11	-2%	-13%	10%	0%
C/C=C(\C)C(=O)N1CC2(CC(c3cccc(NC(=O)CC(c4ccccc4)c4ccccc4)c3)=NO2)C[C@H]1C(N)=O (stereo partly specified)	-2%	?	0.3%	22%	·	·	-2	-5%	-3%	·	2%
Cc1cccc(C)c1Nc1nnc(SCC(=O)c2ccc3c(c2)NC(=O)CO3)s1	-5%	-8%	-0.7%	1%	-2%	0%[46.1 µM]	0	0%	-3%	6%	6%
COc1cc(/C=C/C(=O)OCC(=O)N(C)CC(=O)Nc2ccc(F)cc2)ccc1OC(F)F	-10%	-19%	2.7%	-7%	-8%	-4%	2	5%	-14%	-3%	2%
CCOC(=O)c1c(C)[nH]c(C)c1C(=O)COC(=O)CCOc1ccccc1OC	-2%	-5%	0.0%	-3%	-2%	4%	9	-1%	8%	-2%	3%
Cc1ccc(N2C(=O)C3C4C=CC(CC4)C3C2=O)cc1Br (stereo unspecified)	?	22%	-0.7%	-2%	4%	1%	48	1%	13%	-3%	0%
CC1=C([N+](=O)[O-])C(c2ccc3c(c2)OCO3)N(C)C(=O)N1C (stereo unspecified)	-1%	-8%	0.3%	-2%	0%	0%	10	0%	-2%	-7%	0%
C/C(=N\N=C(/N)SC1CC(=O)N(c2cccc(Cl)c2)C1=O)c1cccs1 (stereo unspecified)	?	6%	-1.7%	14%	0%	-1%	5	-5%	-5%	11%	-17%
O=C(CN(Cc1ccco1)C(=O)CNS(=O)(=O)c1ccc(F)cc1)NCc1ccco1	-5%	4%	-0.3%	-5%	-1%	6%	0	2%	-17%	1%	-5%
FC(F)(F)c1ccccc1Nc1nccs1	-1%	2%	-0.3%	2%	-15%	1%	1	1%	4%	-4%	-1%
O=C(Nc1ccc(Cl)cc1F)c1cccc2ccccc12	-7%	?	-0.1%	-2%	-2%	2%	-11	4%	-3%	3%	2%
CC(=O)Nc1ccc(NS(=O)(=O)c2ccc(C)cc2)cc1[N+](=O)[O-]	?	-1%	0.3%	1%	-1%	4%	12	6%	6%	-1%	4%
Cc1c(C(=O)Nc2c(F)cc(F)cc2Br)sc2ncn(CC(=O)N3CCCC3)c(=O)c12	5%	13%	0.4%	-9%	-2%	-2%	18	6%	-3%	0%	1%
CC(SCC(=O)NC(C)C1CC2CCC1C2)C(=O)O (stereo unspecified)	0%	18%	-1.3%	0%	0%	0%[46.1 µM]	10	0%	-7%	-7%	6%
COc1ccc(C2=NO[C@@H]3C(=O)N(c4c(C)cccc4C)C(=O)[C@H]23)cc1OC	-6%	5%	-0.1%	2%	-5%	9%	-3	2%	-10%	9%	1%
Cc1csc(N2CCCC2=O)n1	-1%	-4%	-0.2%	11%	-1%	2%	6	3%	-5%	0%	-2%
Cc1cc(C)c(C)c(S(=O)(=O)Nc2ccc3cn[nH]c3c2)c1C	-9%	-21%	-0.8%	0%	-3%	·	-33	1%	16%	3%	3%
CCn1c(/C(C#N)=N/O)nc2ccccc21	0%	-2%	6.2%	-2%	0%	1%[46.1 µM]	-16	1%	13%	-2%	3%
COc1ccc(OC)c(NC(=O)COC(=O)CCS(=O)(=O)c2ccc(Cl)cc2)c1	-2%	4%	-0.3%	·	-3%	5%	·	5%	-6%	-1%	6%
Cc1ccc2[nH]c(O)c(N=NC(=O)C3CC3c3ccccc3)c2c1Br (stereo unspecified)	0%	-15%	-0.2%	7%	-1%	0%[46.1 µM]	-3	-2%	-11%	1%	-5%
Cc1ccccc1CN1CCN(C(C)C(=O)NNC(=O)c2ccc(F)cc2)CC1 (stereo unspecified)	0%	21%	-1.0%	-4%	-2%	6%	12	2%	9%	2%	2%
CC(C)(C)CC(=O)Nc1ccc(-c2nnc3n2CCCCC3)cc1	2%	-3%	0.6%	0%	-6%	8%	-7	-9%	13%	0%	-1%
N#CC(=C1CCCC1)c1nc(-c2cc3ccccc3oc2=O)cs1	0%	?	-0.6%	-3%	-4%	-2%	-3	5%	19%	9%	1%
O=C(CSc1nn(-c2ccc(F)cc2)c(=S)s1)NC1CCS(=O)(=O)C1 (stereo unspecified)	-3%	-3%	-0.2%	2%	-1%	8%	-7	2%	1%	-1%	2%
CC1(C)C(=O)OC(C(=O)c2ccccc2)C2(CCCCC2)C1=O (stereo unspecified)	5%	5%	-1.2%	29%	-2%	-1%[46.1 µM]	-5	0%	-1%	6%	2%

Bioassay records (PubChem BioAssay)
